Bioassay records deposited in PubChem by The Scripps Research Institute Molecular Screening Center.
PAFAH2 inh – inhibitors of human PAFAH2; recombinant PAFAH2, FP-rhodamine activity probe, fluorescence polarization; AID 492956; Q99487; inhibition, % at 3.39 µM; actives 0.99% (n = 340,000);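 active = inhibition above the mean over all tested compounds plus 3 SD, cut at about 30% in these data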;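 note: inhibitors block probe labeling of enzyme so polarization drops; 0% = enzyme with DMSO and 100% = wells lacking PAFAH2 protein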
PAFAH1B2 FP inh – PAFAH1B2 (human) inhibition; P68402; actives 1.2% (n = 340,000); inhibition, % at 3.39 µM; AID 492953; recombinant PAFAH1B2, FP-rhodamine activity probe, fluorescence polarization;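 active = inhibition above the mean of all tested compounds plus 3 SD, cut at about 24% in these data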;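 note: 0% = enzyme with DMSO and 100% = wells lacking PAFAH1B2; many of its hits are not listed in these tables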
PAFAH1B3 inh – blocks human PAF acetylhydrolase 1B catalytic subunit 3 | Q15102 | recombinant PAFAH1B3, FP-rhodamine probe, fluorescence polarization | inhibition, % at 3.39 µM | actives 0.28% (n = 340,000) | AID 492972;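 active = inhibition above the screen-wide average of all tested compounds plus 3 SD, cut at about 25% in these data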;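 note: 0% = enzyme with DMSO only and 100% = wells lacking PAFAH1B3 protein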
Target sequence (Q15102 whole entry, looked up): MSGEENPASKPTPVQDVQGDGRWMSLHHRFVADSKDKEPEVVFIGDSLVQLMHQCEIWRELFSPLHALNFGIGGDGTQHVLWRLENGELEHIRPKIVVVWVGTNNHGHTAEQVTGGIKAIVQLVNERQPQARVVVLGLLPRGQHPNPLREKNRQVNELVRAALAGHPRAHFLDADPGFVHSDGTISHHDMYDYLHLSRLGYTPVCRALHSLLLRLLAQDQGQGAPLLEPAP
LYPLA2 counter – counter-screen for PME1 inhibitors: inhibitors of human LYPLA2. AID 2177. actives 0.38% (n = 320,000). O95372. recombinant LYPLA2, FP-Rh probe fluorescence polarization. inhibition, % at 5.9 µM;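 active = inhibition above the screen-wide mean plus 3 SD, limit set per campaign, cut at about 26% in these data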;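 note: 0% = LYPLA2 with DMSO and 100% = wells lacking LYPLA2 enzyme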
LYPLA1 inh – counter-screen for PME1 inhibitors: inhibitors of human LYPLA1; O75608; inhibition, % at 5.9 µM; recombinant LYPLA1, FP-Rh probe fluorescence polarization; AID 2174; actives 0.16% (n = 320,000);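 active = inhibition above the mean of all tested compounds plus 3 SD, set per campaign, cut at about 14% in these data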;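 note: inhibitors block serine hydrolase probe labeling of LYPLA1 so polarization falls; 0% = enzyme with DMSO and 100% = wells lacking LYPLA1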
PREPL inhibitor – human PREPL enzyme inhibition. Q4J6C6. recombinant PREPL, fluorescence polarization activity-based probe. inhibition, % at 5.96 µM. AID 2751. actives 0.68% (n = 320,000); in the data active = inhibition above about 43%;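 note: 0% = enzyme with DMSO and 100% = wells lacking enzyme; many of its hits are not listed in these tables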
PAD4 inh – blocks human protein arginine deiminase 4 | Q9UM07 | inhibition, % at 6.36 µM | AID 485272 | actives 0.41% (n = 330,000) | recombinant PAD4, RCA probe fluorescence polarization;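 active = percent inhibition above a cutoff equal to the mean of all tested compounds plus 3 SD, cut at about 15% in these data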;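 note: 0% = PAD4 with RCA probe and DMSO and 100% = probe without PAD4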
Target sequence (Q9UM07 whole entry, looked up): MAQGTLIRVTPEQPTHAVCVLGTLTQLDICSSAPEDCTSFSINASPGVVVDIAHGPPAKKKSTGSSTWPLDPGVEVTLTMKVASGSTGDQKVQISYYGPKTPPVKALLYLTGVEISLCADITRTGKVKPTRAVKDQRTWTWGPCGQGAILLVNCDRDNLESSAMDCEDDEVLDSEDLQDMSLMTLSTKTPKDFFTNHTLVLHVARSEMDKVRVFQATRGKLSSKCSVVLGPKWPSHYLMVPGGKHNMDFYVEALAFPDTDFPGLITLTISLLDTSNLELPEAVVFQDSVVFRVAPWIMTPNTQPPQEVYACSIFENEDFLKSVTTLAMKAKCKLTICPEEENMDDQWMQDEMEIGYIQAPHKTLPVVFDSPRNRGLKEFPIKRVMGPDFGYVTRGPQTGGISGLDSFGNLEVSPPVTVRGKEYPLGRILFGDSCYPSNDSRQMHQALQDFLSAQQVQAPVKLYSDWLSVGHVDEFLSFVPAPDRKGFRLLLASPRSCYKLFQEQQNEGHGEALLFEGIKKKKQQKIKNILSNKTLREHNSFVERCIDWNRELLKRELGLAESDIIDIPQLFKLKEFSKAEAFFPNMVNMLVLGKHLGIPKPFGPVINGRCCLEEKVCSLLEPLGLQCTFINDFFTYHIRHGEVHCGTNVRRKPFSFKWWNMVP
GSTO1 counter – counter-screen for RBBP9 inhibitors: inhibitors of human GSTO1; inhibition, % at 5.96 µM; P78417; recombinant GSTO1, activity-based probe fluorescence polarization; actives 1.1% (n = 300,000);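 active = inhibition above the campaign mean inhibition plus 3 SD, cut at about 35% in these data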;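 note: 0% = GSTO1-1 with DMSO and 100% = wells lacking GSTO1-1 enzyme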
pPAFAH inh – pPAFAH (human) enzyme inhibition; Q13093; recombinant pPAFAH, FP-rhodamine probe fluorescence polarization; inhibition, % at 3.39 µM; actives 1.5% (n = 330,000);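 active = inhibition above the mean inhibition across the screen plus 3 SD, cut at about 25% in these data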;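 note: inhibitors block binding of the rhodamine activity-based probe so polarization drops; 0% = enzyme with DMSO and 100% = wells lacking pPAFAH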
* = called active by the depositor; nt = not tested or not shown. Only part of the results is shown, so the mix of outcomes need not match the whole.

1: CCOc1ccccc1OCCN1CCCC1
2: O=C(NCc1nnnn1-c1cccc(F)c1)c1ccc(S(=O)(=O)N2CCOCC2)cc1
3: Cc1cc(C)cc(N(C(=O)CNS(=O)(=O)c2ccccc2)C(C(=O)NCc2ccccc2)c2ccc(C)o2)c1 (centres undefined)
4: O=C(N/N=C/c1cccs1)c1cc(-c2cccc3ccccc23)n[nH]1
5: CCC(C)NC(=O)C1CCN(C(=O)c2ccccc2)CC1 (centres undefined)
6: O=C(O)c1ccc(-c2noc(-c3ccccc3F)n2)cc1
7: ClC(Br)=C(n1cnc2ccccc21)n1cnc2ccccc21
8: Cc1cc(/C=N/n2c(COc3ccccc3C)nc3ccccc3c2=O)c(O)c([N+](=O)[O-])c1

compound no. | 1 | 2 | 3 | 4 | 5 | 6 | 7 | 8
PAFAH2 inh | -7 | -8 | -3 | -30 | -1 | 5 | 5 | 1
PAFAH1B2 FP inh | 5 | 9 | -3 | 4 | -5 | 2 | 12 | 1
PAFAH1B3 inh | 5 | 13 | 8 | -10 | -2 | 10 | 10 | -4
LYPLA2 counter | 3 | 1 | 2 | -71 | -2 | -3 | 0 | -3
LYPLA1 inh | 5 | 3 | 4 | -40 | 1 | -2 | 2 | -2
PREPL inhibitor | -13 | 2 | 9 | 3 | 3 | 1 | -18 | 7
PAD4 inh | 3 | 2 | 0 | -5 | 0 | 1 | -4 | -8
GSTO1 counter | 7 | 4 | 0 | -28 | -3 | -2 | 6 | 1
pPAFAH inh | 6 | 0 | 7 | -7 | 3 | -2 | 4 | 17

9: Cc1ccc(N2C(=O)C3C4C=CC(CNC(=S)Nc5cccc(Cl)c5)(O4)C3C2=O)cc1 (centres undefined)
10: C=CCn1c(SCC(=O)N(C)C)nc2sc3c(c2c1=O)CCC3
11: COc1ccc(CCNC(=O)[C@H](C)N2C(=O)N3CCc4c([nH]c5ccccc45)[C@@]3(C)C2=O)cc1OC
12: Cn1cc(Cl)c(-c2nc3ccccc3[nH]2)n1
13: CNC(=O)CC1C(=O)N(c2ccc(Cl)cc2)C(=S)N1CCc1ccc(OC)c(OC)c1 (centres undefined)
14: COC(=O)c1c(NC(=S)Nc2ccccc2Cl)sc(C)c1C
15: Cc1nc2ncnn2c(C)c1CCC(=O)NCCCN1CCN(c2cccc(Cl)c2)CC1
16: COc1ccc(N2C(=O)CC(C3CCCO3)C2=O)cc1 (centres undefined)

compound no. | 9 | 10 | 11 | 12 | 13 | 14 | 15 | 16
PAFAH2 inh | -6 | 4 | 7 | -9 | 2 | -2 | 1 | -2
PAFAH1B2 FP inh | -1 | 3 | 3 | 3 | 0 | 4 | 6 | 1
PAFAH1B3 inh | -2 | 2 | 11 | 4 | -2 | 6 | 1 | 3
LYPLA2 counter | -12 | 3 | 6 | 0 | -5 | -1 | 15 | 5
LYPLA1 inh | -7 | -2 | 3 | 0 | 0 | -5 | 3 | 5
PREPL inhibitor | 2 | 2 | 16 | 6 | -5 | 6 | 28 | 6
PAD4 inh | -3 | 0 | 5 | 2 | 4 | -3 | 0 | 0
GSTO1 counter | -5 | -7 | 2 | 10 | 17 | -6 | 9 | 3
pPAFAH inh | -1 | 2 | 4 | 3 | 1 | 5 | 5 | 0

17: Clc1ccc(C2=Nn3c(nnc3-c3n[nH]c4c3CCC4)SC2)cc1
18: c1ccc(CSCc2ccccc2)cc1
19: CCOC(=O)CC1=Nc2ccccc2NC(=O)C1
20: CCCNC(=O)C(CC)NC(=O)c1cccc([N+](=O)[O-])c1 (centres undefined)
21: COc1ccc(CCNC(=O)C2(c3ccccc3)CC2)cc1
22: Cc1ccc(C(C)NC(=O)Cc2cccs2)c(C)c1 (centres undefined)
23: Nc1ccc(N2CCN(c3ccc(Cl)c(Cl)c3)CC2)cc1
24: CC(=O)c1cc2ccccc2oc1=O

compound no. | 17 | 18 | 19 | 20 | 21 | 22 | 23 | 24
PAFAH2 inh | 3 | 3 | 1 | 5 | 11 | 1 | 2 | -8
PAFAH1B2 FP inh | 7 | 7 | 6 | 15 | 6 | 5 | 5 | 0
PAFAH1B3 inh | 7 | 4 | 6 | 11 | 15 | 8 | 6 | 7
LYPLA2 counter | -4 | 8 | -1 | 7 | 6 | 4 | 6 | 4
LYPLA1 inh | -1 | 1 | 0 | 3 | 2 | 1 | -1 | -1
PREPL inhibitor | -9 | 5 | 6 | 7 | 9 | -11 | 38 | 3
PAD4 inh | 2 | 3 | -2 | -5 | -3 | 4 | -6 | -4
GSTO1 counter | -5 | 1 | 7 | nt | 0 | 1 | 0 | nt
pPAFAH inh | 5 | 7 | 1 | 4 | 3 | 6 | 17 | 2

25: Cc1cccc(NC(=O)C(NS(=O)(=O)c2ccc3c(c2)CCC(=O)N3)c2ccccc2)n1 (centres undefined)
26: CCOC(=O)c1c(C)[nH]c(C)c1S(=O)(=O)NCCN1CCN(c2ccccc2F)CC1
27: C=C(C)Cn1c(CCCNC(=O)CCC)nc2ccccc21
28: CCN(C(=O)COC(=O)c1[nH]c(C)c(C(C)=O)c1C)c1c(N)n(Cc2ccccc2)c(=O)[nH]c1=O
29: CC1Cc2ccccc2N1C(=O)c1cnsn1 (centres undefined)
30: CCOC(=O)c1cnc(SCC(=O)Nc2ccc(N3CCOCC3)cc2)nc1N
31: [N-]=[N+]=CC(=O)c1ccnc(C(=O)C=[N+]=[N-])c1
32: CCOC(=O)C1CCN(c2c(N3CCCC(C(=O)OCC)C3)c(=O)c2=O)CC1 (centres undefined)

compound no. | 25 | 26 | 27 | 28 | 29 | 30 | 31 | 32
PAFAH2 inh | -3 | 5 | 4 | -1 | 6 | nt | -2 | -3
PAFAH1B2 FP inh | -2 | -2 | 8 | -3 | -2 | nt | 3 | 5
PAFAH1B3 inh | 5 | -4 | 10 | -9 | 8 | nt | -2 | -4
LYPLA2 counter | 2 | 4 | 4 | 2 | -5 | 0 | -4 | 0
LYPLA1 inh | -2 | -1 | -1 | 4 | -3 | -3 | 0 | 2
PREPL inhibitor | -2 | 11 | 0 | -3 | -4 | 2 | -4 | -2
PAD4 inh | 9 | 1 | -2 | -1 | 2 | -7 | -7 | 2
GSTO1 counter | 10 | 6 | 4 | nt | 2 | 5 | 4 | 7
pPAFAH inh | -2 | 7 | 1 | 2 | 0 | 5 | -2 | 0

33: Cc1ccc(OCC(=O)NNc2c3ccccc3nc3ccccc23)cc1
34: CC(C)NC(=S)N/N=C/c1cccnc1
35: COc1ccc(OCC(O)CNC(=O)Nc2ccc(F)cc2)cc1 (centres undefined)
36: CCCCCCCCNC(CO)(CO)CO
37: S=c1nc(-c2cccc(Cl)c2)[nH][nH]1
38: N#Cc1ccccc1NC(=O)C(=O)NCC1CCCN1S(=O)(=O)c1cccs1 (centres undefined)
39: COc1cc([N+](=O)[O-])c(N2CCOCC2)c([N+](=O)[O-])c1OC
40: COc1ccc(NC(=O)CSc2ccc3nnc(-c4cccnc4)n3n2)cc1

compound no. | 33 | 34 | 35 | 36 | 37 | 38 | 39 | 40
PAFAH2 inh | 4 | -5 | -4 | nt | 5 | 2 | 6 | -3
PAFAH1B2 FP inh | 1 | 1 | 4 | nt | 9 | 1 | 1 | 0
PAFAH1B3 inh | 0 | 5 | 6 | nt | 3 | -4 | 15 | 5
LYPLA2 counter | -2 | -3 | -3 | -3 | -9 | -1 | 3 | -2
LYPLA1 inh | 1 | 2 | 1 | -3 | -4 | -1 | 0 | -3
PREPL inhibitor | 33 | 11 | 3 | 19 | 15 | 4 | 3 | 0
PAD4 inh | 2 | -1 | 3 | 2 | 6 | 1 | 1 | 0
GSTO1 counter | 8 | 0 | 4 | -2 | -3 | 7 | -5 | 5
pPAFAH inh | 11 | 2 | 1 | -2 | -4 | 0 | 7 | -5

Reprinted at random: four entries already listed.
37: S=c1nc(-c2cccc(Cl)c2)[nH][nH]1
38: N#Cc1ccccc1NC(=O)C(=O)NCC1CCCN1S(=O)(=O)c1cccs1 (centres undefined)
33: Cc1ccc(OCC(=O)NNc2c3ccccc3nc3ccccc23)cc1
36: CCCCCCCCNC(CO)(CO)CO

compound no. | 37 | 38 | 33 | 36
PAFAH2 inh | 5 | 2 | 4 | nt
PAFAH1B2 FP inh | 9 | 1 | 1 | nt
PAFAH1B3 inh | 3 | -4 | 0 | nt
LYPLA2 counter | -9 | -1 | -2 | -3
LYPLA1 inh | -4 | -1 | 1 | -3
PREPL inhibitor | 15 | 4 | 33 | 19
PAD4 inh | 6 | 1 | 2 | 2
GSTO1 counter | -3 | 7 | 8 | -2
pPAFAH inh | -4 | 0 | 11 | -2

The list goes on:
41: O=c1onc(-c2cccs2)n1Cc1ccccc1
42: CCC(=O)Nc1c(C)ccc2nsnc12
43: COc1ccc(OC)c2nc3c(cc12)CCC3
44: O=C1NC(=S)N/C1=C\c1ccccc1OCc1ccc(C(=O)O)cc1
45: Cc1cc(C)c2c(c1)OC(=O)CC2c1ccccc1C (centres undefined)
46: Cc1nc(-c2ccc(F)cc2)c(CC(=O)Nc2cc(S(=O)(=O)N3CCCCC3)ccc2C)s1
47: CC(=O)N(C)c1ccc(NC(=O)C(c2ccccc2)c2ccccc2)cc1
48: COC(=O)c1c(NC(=O)COC(=O)[C@@H](NS(=O)(=O)c2ccc(C)cc2)C(C)C)sc2c1CCC2

compound no. | 41 | 42 | 43 | 44 | 45 | 46 | 47 | 48
PAFAH2 inh | -6 | -9 | 1 | 9 | 2 | 4 | -1 | -2
PAFAH1B2 FP inh | 0 | 3 | 2 | 14 | 3 | -10 | -3 | 3
PAFAH1B3 inh | -2 | 2 | 6 | 4 | 10 | -5 | 10 | -3
LYPLA2 counter | 2 | 6 | 3 | 6 | nt | -11 | -2 | 0
LYPLA1 inh | -2 | 4 | 2 | 0 | nt | -10 | 5 | 0
PREPL inhibitor | -6 | 9 | 15 | 14 | nt | 7 | -9 | 1
PAD4 inh | -1 | 3 | -6 | -4 | -1 | 3 | 1 | 0
GSTO1 counter | -9 | 1 | -2 | -11 | nt | -9 | 1 | -5
pPAFAH inh | 3 | -1 | 2 | -5 | 3 | -4 | -4 | 2

49: CCOC(=O)c1c(C)[nH]c(C(=O)N2CCc3cc(OC)c(OC)cc3C2)c1C
50: CCSc1nc(O)c(Cc2ccccc2)c(=O)[nH]1
51: O=C(Nc1ccccc1-c1nc2ccccc2s1)c1ccco1
52: CCOC(=O)N1CCN(C(=O)CCS(=O)(=O)c2ccc3c(c2)CC(C)N3C(=O)CC)CC1 (centres undefined)
53: CCN(c1ccc(NC(=O)CSc2ccc3c(c2)OCCO3)cc1)C(C)C
54: COc1ccc([C@H]2/C=C\CN(C(=O)c3ccccc3)[C@@H](C)C(=O)N2Cc2ccc(F)cc2)cc1
55: Cc1ccc(C(NC(=O)NCCCN2CCOCC2)=C(Cl)Cl)cc1F
56: CCCCCCCCNCCS(=O)(=O)NN1CCOCC1

compound no. | 49 | 50 | 51 | 52 | 53 | 54 | 55 | 56
PAFAH2 inh | -5 | 10 | -23 | 0 | 8 | 9 | 2 | -9
PAFAH1B2 FP inh | 0 | 0 | -8 | 7 | 6 | 3 | 7 | -1
PAFAH1B3 inh | 2 | 3 | 0 | 2 | 5 | -4 | 8 | 8
LYPLA2 counter | 5 | -2 | -25 | -1 | nt | 0 | -1 | nt
LYPLA1 inh | -3 | -1 | -12 | 1 | nt | -1 | 1 | nt
PREPL inhibitor | 12 | -4 | 1 | 0 | 22 | 25 | 22 | nt
PAD4 inh | -1 | -7 | 2 | 1 | -2 | -4 | -6 | -11
GSTO1 counter | 1 | 3 | -4 | 1 | nt | -1 | 5 | nt
pPAFAH inh | 6 | 2 | -8 | 0 | 13 | 2 | -2 | 2
